# NCOA1 inh – human NCOA1 inhibition. Q15788. HEK293 GAL4-SRC1 luciferase reporter, luminescence. inhibition, % at 3.6 µM. 360,000 compounds, 0.12% hits. AID 588354;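 active means inhibition above the campaign mean plus 3 SD, with each screening campaign given its own cutoff, cut at about 60% in these data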;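 further: 0% = DMSO treated cells and 100% = gossypol at 36 µM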
# EBV LMP1 NFkB – inhibitors of Epstein-Barr LMP1-induced NF-kappaB reporter | inhibition, % at 12.5 µM | LMP1-induced NF-kappaB luciferase reporter cells, luminescence | 350,000 compounds, 0.69% hits | AID 504558; in the data active means inhibition above about 41%;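 further: 0% = neutral control wells and 100% = reference inhibitor control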
# TLR9-MyD88 block – TLR9-MyD88 interaction inhibition; inhibition, % at 4.98 µM; CHO BLA complementation TLR9-MyD88, CCF4 FRET ratio; 340,000 compounds, 0.21% hits; AID 504734;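 active means inhibition above the mean over all tested compounds plus 3 SD, cut at about 21% in these data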;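 further: 0% = DMSO only wells and 100% = clavulanate BLA inhibitor control wells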
# NOD2 RIPK2 PPI – blocks binding of human NOD2 to RIPK2. AID 624267. 360,000 compounds, 0.38% hits. CHO BLA complementation NOD2-RIPK2, CCF4 ratio. inhibition, % at 4.98 µM; in the data active means inhibition above about 21%;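 further: 0% = vehicle only and 100% = reference blocker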
# Target sequence (O43353 whole entry, looked up): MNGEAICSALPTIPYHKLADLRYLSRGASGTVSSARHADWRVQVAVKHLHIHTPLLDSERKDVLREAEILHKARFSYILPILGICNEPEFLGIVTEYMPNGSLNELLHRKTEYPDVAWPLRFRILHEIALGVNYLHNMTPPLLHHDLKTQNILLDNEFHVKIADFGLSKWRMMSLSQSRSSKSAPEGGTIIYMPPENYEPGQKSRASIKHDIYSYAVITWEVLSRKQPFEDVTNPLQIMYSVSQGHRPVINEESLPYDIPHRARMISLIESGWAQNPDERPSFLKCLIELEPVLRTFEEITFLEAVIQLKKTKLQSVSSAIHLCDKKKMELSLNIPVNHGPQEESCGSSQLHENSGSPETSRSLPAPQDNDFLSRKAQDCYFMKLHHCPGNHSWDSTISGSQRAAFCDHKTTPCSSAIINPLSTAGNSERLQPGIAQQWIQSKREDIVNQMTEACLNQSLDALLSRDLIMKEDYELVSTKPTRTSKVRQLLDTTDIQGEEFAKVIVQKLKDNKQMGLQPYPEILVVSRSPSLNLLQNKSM
# NR2F2 inh – blocks human COUP-TFII nuclear receptor. P24468. HEK293T NGFI-A luciferase reporter, luminescence. inhibition, % at 8.6 µM. 370,000 compounds, 0.7% hits. AID 686940;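 active means inhibition above a per-plate cutoff, mean inhibition of test wells between control levels plus 3 SD, cut at about 38% in these data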;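 further: cells cotransfected with COUP-TFII expression vector driving the NGFI-A reporter; 0% = median of COUP-TF2 test wells and 100% = reporter-only cells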
# TROY signal inh – blocks TROY-dependent signaling in reporter cells | Q293 LMP1-TROYcd NF-kB luciferase reporter, 4 h | inhibition, % at 10 µM | 360,000 compounds, 0.98% hits;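 active means compounds whose plate-normalised and pattern-corrected inhibition of the luciferase reporter signal at the single screening dose is 50% or more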
# TWEAK Fn14 block – blocks TWEAK-Fn14 interaction in a reporter cell assay. TWEAK-stimulated Fn14 reporter cells, luciferase luminescence, 8 h. inhibition, % at 10 µM. 360,000 compounds, 2% hits. AID 1159606; in the data active means inhibition above about 50%
# NCOA2 inhibitor – inhibits human steroid receptor coactivator 2. Q15596. HEK293 GAL4-SRC2 luciferase reporter, luminescence. inhibition, % at 9 µM. 370,000 compounds, 0.17% hits;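 active means inhibition above the mean inhibition of all tested compounds plus 3 SD, set per campaign, cut at about 52% in these data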;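 further: 0% = DMSO treated cells and 100% = cells given Gossypol at 36 µM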
# NR5A2 inv ag – suppresses constitutive activity of human LRH-1 | O00482 | HEK293T StAR-luciferase reporter, LRH-1 transfected, 24 h | inhibition, % at 3.6 µM | 360,000 compounds, 0.13% hits | AID 602396;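 active means inhibition above the mean inhibition of all tested compounds plus 3 SD, cut at about 73% in these data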;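 further: 0% = DMSO wells and 100% = reporter-only cells lacking LRH-1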
# Target sequence (O00482 whole entry, looked up): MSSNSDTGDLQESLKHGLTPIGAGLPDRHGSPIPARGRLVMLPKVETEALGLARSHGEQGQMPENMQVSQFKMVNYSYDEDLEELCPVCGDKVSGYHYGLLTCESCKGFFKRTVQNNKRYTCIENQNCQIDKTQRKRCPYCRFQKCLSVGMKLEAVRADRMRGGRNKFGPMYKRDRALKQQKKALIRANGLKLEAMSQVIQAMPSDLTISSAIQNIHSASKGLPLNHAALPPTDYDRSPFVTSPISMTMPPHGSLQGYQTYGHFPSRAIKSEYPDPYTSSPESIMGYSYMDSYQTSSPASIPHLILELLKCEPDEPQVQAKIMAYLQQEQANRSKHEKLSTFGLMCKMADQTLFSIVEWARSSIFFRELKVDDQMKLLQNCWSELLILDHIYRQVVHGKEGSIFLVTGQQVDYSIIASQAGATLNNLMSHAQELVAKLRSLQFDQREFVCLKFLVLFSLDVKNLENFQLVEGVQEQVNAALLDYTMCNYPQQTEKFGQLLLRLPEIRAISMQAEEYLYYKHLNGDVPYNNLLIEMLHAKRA
# NCOA3 inh – inhibitors of human steroid receptor coactivator 3 (SRC3). Q9Y6Q9. HEK293 GAL4-SRC3 luciferase reporter, luminescence. inhibition, % at 3.6 µM. 360,000 compounds, 0.17% hits. AID 588352;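 active means inhibition above a per-campaign cutoff, the mean of all compounds plus 3 SD, cut at about 60% in these data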;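 further: 0% = DMSO-treated cells and 100% = gossypol-treated cells at 36 µM; higher means less SRC3-driven luciferase light from the GAL4 reporter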
# TRAIL sens C8 – sensitizes caspase-8 expressing cells to TRAIL | AID 624354 | inhibition (viability loss, TRAIL sensitization), % at 10 µM | 360,000 compounds, 1% hits | NB7+C8 cells + TRAIL, ATPlite viability luminescence;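 active means compounds causing at least 50% loss of cell viability in the single-dose screen, relative to plate controls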
# * marks the source's active call; other numbers are inactive results; · = not tested or not shown. Not all compounds are listed; count on the stated rates, not on these rows.
SMILES,NCOA1 inh,EBV LMP1 NFkB,TLR9-MyD88 block,NOD2 RIPK2 PPI,NR2F2 inh,TROY signal inh,TWEAK Fn14 block,NCOA2 inhibitor,NR5A2 inv ag,NCOA3 inh,TRAIL sens C8
O=C1CN(C(=O)c2ccccc2Br)C(c2ccc(F)cc2)c2cc(F)ccc2N1 (stereo unspecified),16.8,9.7,-15.6,-10.5,9.4,9.4,6.6,10.9,2.9,0.4,-4.0
COc1ccc(NC(=O)c2ccc(NC(=O)CN3CCN(c4ccccc4OC)CC3)cc2)cc1,8.9,-2.9,-3.4,-9.7,19.7,21.6,8.6,29.6,15.4,-2.6,-3.7
Cc1ccc(S(=O)(=O)N2CCN(C(=O)c3ccc4nc[nH]c4c3)CC2)cc1,1.2,2.9,-10.8,6.8,15.0,-1.2,3.3,-4.4,8.4,17.4,-15.2
Cc1ccc(Cn2cc(SCC(=O)Nc3nccs3)c3ccccc32)cc1,-15.6,-26.7,3.4,-19.7,1.2,-38.4,-55.1,2.1,5.0,-29.6,13.2
COc1ccc(CN(CC2CCCO2)C(=O)c2cc3sccc3n2C)c(OC)c1 (stereo unspecified),1.1,-24.5,11.4,11.4,-0.9,-8.3,5.2,10.1,22.4,19.7,-0.5
Cc1cc(C)nc(N/N=C/c2ccccc2OCc2cccc(Br)c2)n1,-13.8,6.5,-4.6,-3.4,27.4,35.2,0.8,9.7,-25.2,8.0,-3.7
COC(=O)c1ccsc1NC(=O)C1COc2ccccc2O1 (stereo unspecified),0.2,-27.7,-3.1,-3.7,10.8,4.3,-30.7,-24.0,-23.0,-14.2,4.0
CC(C)(C)c1ccc(C(=O)NCC(=O)OCC(=O)N2CCCC2)cc1,5.3,-18.1,-6.7,-8.8,11.9,-15.2,-4.0,0.6,-6.2,7.1,-8.4
O=C1[C@@H]2C(Cc3ccc(O)cc3)NC3(C(=O)Nc4ccc(F)cc43)[C@@H]2C(=O)N1c1ccccc1 (stereo partly specified),-10.2,-2.0,-5.8,-5.2,17.3,-13.4,5.2,-3.5,1.1,-17.4,-9.2
CCC(c1nnnn1Cc1ccco1)N(CCc1ccccc1)Cc1cc2cccc(C)c2[nH]c1=O (stereo unspecified),-5.1,-1.7,1.1,-12.2,6.2,13.1,-2.6,15.2,-9.7,-16.1,-8.1
CCOc1ccc(C(=O)OCC(=O)N(Cc2ccccc2)Cc2ccccc2)cc1OC,-0.8,5.5,-7.1,-4.2,-14.9,3.9,8.7,-21.0,-3.0,6.2,7.9
COc1ccccc1CNC(=O)C1CCC(CNS(=O)(=O)c2ccc(F)cc2)CC1 (stereo unspecified),3.5,0.7,4.3,-3.8,-1.6,-12.3,-13.9,9.2,-4.7,-11.3,15.4
COc1cc(OC)cc(-c2oc(=O)c3cc(OC)c(OC)cc3c2C#CCCCO)c1,9.6,-9.5,7.7,0.0,-27.6,-8.0,-54.1,-22.1,-8.3,-30.5,2.5
COC1=C(Nc2ccccc2)C(=O)c2ccccc2C1=O,-17.1,-11.4,5.1,4.6,1.7,-3.2,16.3,-48.5,-34.3,-11.9,7.9
O=C(c1cc(S(=O)(=O)N2CCOCC2)ccc1F)N1CCN(Cc2ccccc2)CC1,-1.0,10.8,1.6,5.0,-2.1,-3.1,17.7,-2.4,7.4,21.0,-17.8
COC(=O)Cn1c2ccc(OC)cc2c2nc3ccccc3nc21,-16.9,-4.4,-3.0,0.8,-2.8,-40.4,5.0,-25.6,1.2,-1.8,13.4
O=C(Nc1ccc(Br)cc1)Nn1cnnc1,-14.1,-5.2,3.5,-4.3,-1.2,-31.8,-21.4,-1.4,0.6,-13.6,-1.5
Cc1cc(OCc2n[nH]c(=S)n2-c2ccccc2)ccc1Cl,-11.8,-8.3,-2.9,-2.3,8.4,-14.8,-6.8,26.9,-15.1,-6.2,-10.4
COc1cc(OC)cc(C(=O)NC(=S)NCc2ccco2)c1,-40.9,4.2,-2.2,-2.4,·,0.4,-9.3,·,6.5,-14.3,-17.7
O=C(OCC(O)CN1CCCCC1)C12CC3CC(CC(C3)C1)C2 (stereo unspecified),-4.9,-1.8,-1.3,-7.3,-6.4,0.8,-0.4,1.1,9.4,4.1,4.5
COc1cccc(NC(=O)N2CCCC2C(=O)Nc2ccc3c(c2)OCCO3)c1 (stereo unspecified),-6.9,4.4,12.5,-1.8,17.2,-2.3,-2.2,13.3,6.8,9.6,-3.2
Cc1onc(-c2ccccc2Cl)c1C(=O)N1CCN(c2ncccn2)CC1,-3.1,-1.7,-4.3,-8.8,14.6,-2.3,6.1,10.0,-19.2,3.6,-4.1
COc1ccc(C(=O)OCC(=O)Nc2c(C)cccc2C)c(OC)c1OC,-5.8,-7.8,-1.3,2.6,-7.5,-27.8,20.7,9.2,8.6,-13.2,5.8
COc1cc2c(cc1OC)CN(CC(=O)Nc1ccc(C#N)cc1)CC2,0.9,27.3,16.9,-3.0,-3.5,-5.5,-6.5,-15.7,11.0,22.9,-9.3
Cc1ccc(-c2noc(CN(C(=O)CCCCCN3C(=O)c4ccccc4C3=O)C(C)C)n2)cc1,-28.8,10.6,-10.0,0.3,-1.2,15.8,16.1,-16.1,4.0,-46.9,0.1

# Entries of single compounds from above. Order of values: NCOA1 inh, EBV LMP1 NFkB, TLR9-MyD88 block, NOD2 RIPK2 PPI, NR2F2 inh, TROY signal inh, TWEAK Fn14 block, NCOA2 inhibitor, NR5A2 inv ag, NCOA3 inh, TRAIL sens C8
# `O=C(Nc1ccc(Br)cc1)Nn1cnnc1` across the screens: -14.1, -5.2, 3.5, -4.3, -1.2, -31.8, -21.4, -1.4, 0.6, -13.6, -1.5
# `O=C(c1cc(S(=O)(=O)N2CCOCC2)ccc1F)N1CCN(Cc2ccccc2)CC1` across the screens: -1.0, 10.8, 1.6, 5.0, -2.1, -3.1, 17.7, -2.4, 7.4, 21.0, -17.8

# Additional structures.
SMILES,NCOA1 inh,EBV LMP1 NFkB,TLR9-MyD88 block,NOD2 RIPK2 PPI,NR2F2 inh,TROY signal inh,TWEAK Fn14 block,NCOA2 inhibitor,NR5A2 inv ag,NCOA3 inh,TRAIL sens C8
Cc1ccc(F)cc1NC(=O)CCc1c(C)nn(-c2ccc(N3CCCCC3)nn2)c1C,-39.0,-9.9,-6.1,-6.2,-27.2,-6.7,-11.2,-32.6,-17.2,-33.6,30.4
O=C(CCSc1ccc(Br)cc1)Nc1cccnc1,-4.6,-2.2,-13.1,7.2,-18.4,5.8,-0.3,2.0,-2.4,12.7,1.1
CCC(C)n1c(SCC(=O)Nc2cc(C)on2)nc2ccccc2c1=O (stereo unspecified),13.6,5.8,-3.0,-3.5,17.3,10.9,2.5,7.5,-4.1,-6.4,21.9
Cc1ccccc1C1NC(=S)NC2=C1C(=O)CCC2 (stereo unspecified),8.4,2.4,-2.0,0.9,-18.6,8.4,13.4,-11.7,3.8,16.0,2.9
O=C(NCC1CCCO1)c1ccc(NC(=O)c2cc(F)c(F)cc2Cl)cc1 (stereo unspecified),6.5,-23.0,9.3,14.0,-8.9,-16.0,9.3,1.6,0.7,15.1,-17.1
Cc1c(C(=O)N/N=C/c2ccoc2)cccc1[N+](=O)[O-],-11.9,5.0,2.8,1.7,-13.7,-9.9,-6.8,-22.4,-7.2,-33.2,-31.2
CCOC(=O)N1CCC(N2C(=O)c3ccccc3C2Nc2ccccc2C)CC1 (stereo unspecified),2.0,-5.0,1.4,7.1,5.9,-14.3,4.0,6.2,-21.4,-4.5,-2.9
Cc1cc(C(=O)COC(=O)c2ccc(O)cc2)c(C)n1CCc1ccc(F)cc1,-9.9,-20.3,5.0,1.7,-24.1,-2.4,2.5,12.8,-1.0,-1.9,1.0
c1csc(-c2nnc(NC3CCCCC3)c3ccccc23)c1,10.0,-47.1,5.5,-17.3,-64.3,-2.1,13.3,10.8,-2.1,4.1,-9.5
Cc1cc(C)c(S(=O)(=O)NC2CC2)c(C)c1,10.3,-15.2,-1.0,-4.7,-23.4,-6.1,9.7,-3.3,8.0,-1.1,-7.3
CC(=O)Nc1ccc(NC(=O)CSc2nnc(C)c(=O)n2N)cc1,9.1,-6.4,3.5,-8.4,-1.7,-2.6,-2.0,-25.9,-29.0,12.6,12.2
Cc1[nH]n(-c2ccccc2)c(=O)c1/C=N/NC(=O)c1ccccc1F,-26.3,24.7,4.9,-14.0,-29.6,-23.6,8.3,-50.6,-37.8,-36.9,21.3
CC(=O)Nc1ccc(C(=O)NNC(=O)c2ccccc2-n2cccc2)cc1,-7.9,-0.7,-17.2,-9.2,-15.0,4.5,-6.9,-7.9,-1.6,10.3,-1.8
CC1Sc2ccc(S(=O)(=O)CCC(=O)N3CCN(c4ccccc4)CC3)cc2NC1=O (stereo unspecified),-2.2,5.2,-1.2,3.0,-4.4,16.7,19.2,16.0,2.1,28.5,8.0
O=S(=O)(Cc1ccccc1)N1CCc2ccccc2C1,-1.3,-4.7,6.0,-1.9,9.5,-6.8,-0.8,18.9,-17.6,9.9,13.5
COc1cc(N2CCCC2)c(OC)cc1C=O,-6.1,3.3,-1.3,-13.1,19.6,6.5,-3.3,31.8,11.7,0.2,4.5
CCOC(=O)c1cc(NC(=O)c2cccnc2)ccn1,22.4,-7.6,4.8,-2.2,-1.2,-7.5,14.1,-6.6,27.1,8.7,10.0
O=C(NCC1CCCO1)C(C(=O)c1ccccc1)n1cc(Cl)ccc1=O (stereo unspecified),8.7,-4.0,-2.8,-2.8,4.0,9.2,1.1,-7.4,-0.3,1.0,-4.8
C[C@H](CO)N1C[C@H](C)[C@@H](CN(C)S(=O)(=O)c2ccccc2)Oc2c(NC(=O)C3CCCCC3)cccc2C1=O,-15.5,-6.8,1.8,-9.2,21.4,-3.6,-5.0,-9.8,0.3,5.2,-1.7
CCSc1nnc(NC(=O)c2cccc3ccccc23)s1,-21.1,-4.9,9.0,-5.2,1.6,-25.5,-17.4,-9.2,-12.5,-21.0,3.3
O=C(CN1C(=O)C2C3C=CC(C3)C2C1=O)Nc1ccc(F)cc1 (stereo unspecified),-14.6,-5.8,-7.2,-9.6,0.1,0.9,-3.8,1.8,-17.6,7.7,-2.0
COc1ccc(CNC(=O)/C(C)=C\C(=O)O)cc1,-6.4,0.9,3.5,-1.4,3.6,-1.3,-19.1,7.7,-1.1,19.1,-5.5
O=C(CN1CCN(Cc2ccccc2)C1=O)NCCCN1CCOCC1,-9.6,-0.5,-5.8,-9.4,-27.0,5.8,3.4,-27.9,-13.2,2.0,-4.5
CC(C)OCCCNS(=O)(=O)c1ccc2ccccc2c1,13.3,20.9,5.6,-13.0,7.8,-3.4,4.9,-4.7,2.8,5.7,-22.2
Cc1cccc(-n2c(CCc3ccccc3)nnc2SCC(=O)c2ccccc2)c1,1.5,2.6,-9.6,-6.5,-9.5,-4.7,16.2,-14.2,-5.6,14.7,-6.9
CN(C)CCn1cnc2c1c(=O)[nH]c(=O)n2Cc1ccccc1,0.4,-0.5,-2.2,-1.9,-7.3,6.5,-5.7,3.6,-16.2,9.1,-1.4
CCCn1c(N)c(N(CCOC)C(=O)CSc2cc(C)c3cccc(C)c3n2)c(=O)[nH]c1=O,-11.3,1.8,-1.6,-4.2,-1.5,-1.9,-2.0,25.0,-3.1,-7.8,-0.3
CC(CC(=O)Nc1ccc(F)cc1F)S(=O)(=O)c1ccc2c(c1)NC(=O)CO2 (stereo unspecified),-4.0,-1.2,3.7,3.9,-3.5,-4.6,0.6,12.7,-2.8,-23.0,-0.3

# From PubChem
